From PubChem BioAssay
RMI FANCM FP: blocks RMI1/RMI2 complex binding to FANCM MM2 peptide. Fluorescence polarization, RMI core complex with F-MM2 peptide; stronger effect = lower value. FP signal (polarization) at 33 µM. 0.58% of 70,000 active. AID 1159607; in the data active = FP signal below about 40; note: inactives centre near 61; strong numbers were not always called active; unit not given here
Starred values were filed as active, the others as inactive; & = joins results of further samples. The list is partial; rates above refer to the full screens.

Molecule | RMI FANCM FP
Cc1cc(NC(=O)c2ccc([N+](=O)[O-])o2)n(-c2nc3c(c(=O)[nH]2)CCC3)n1 | 57
CCOc1cccc(/C=N\NC(=O)CCc2c(C)n[nH]c2C)c1O | 60
CCOC(=O)c1cc(C(=O)OC)c(C)nc1NCc1ccc2c(c1)OCO2 | 50
O=C1/C(=C\C2CC=CCC2)Cc2ccccc21 (stereo not given) | 64
N#Cc1ccc(C(=O)Nc2nnc(CSc3ccccc3)o2)cc1 | 61
COc1ccc(C(=O)N(Cc2cccnc2)c2nc3c(C)cc(Cl)cc3s2)cc1OC | 59
COc1ccc(C)cc1S(=O)(=O)NCC1(c2cccs2)CCCC1 | 67
COc1ccc(S(=O)(=O)Oc2c(Cl)cc(Cl)c3cccnc23)cc1OC | 60
Cc1nc2ccccc2c(C)c1C | 56
COC(=O)C[C@H]1C(C)(C)C2(O)OC(C)OC3(O)[C@H]2CC2=C4CC(=O)O[C@@H](c5ccoc5)[C@]4(C)CCC2[C@]13C (stereo not given in full) | 56
O=C(CN1CCCCC1)NNC(=O)Cn1nnc(N2CCCC2)n1 | 63
Cc1ccccc1CSc1nnc(CNC(=O)c2cccc([N+](=O)[O-])c2C)o1 | 54
COc1ccc(C(=O)Nc2ccc3c(c2)CCC(=O)N3CC(C)C)c(OC)c1 | 62
O=C(CCCSc1ccc(NC(=O)c2ccco2)nn1)Nc1cnc2ccccc2c1 | 71
O=C(O)C1CCCN1C(=O)c1cccs1 (stereo not given) | 62
COc1ccc(-c2ccc(N3CCC(C(=O)Nc4ccncc4)CC3)nn2)cc1 | 62
CCOCCn1ccc2c(O)cccc2c1=O | 72
COc1cc(C(=O)NC2CCCNC2)cc(OC)c1OC (stereo not given) | 60
CC(=O)c1ccc(N2CCN(S(=O)(=O)CCN3C(=O)CCCC3=O)CC2)cc1 | 63
CCOC(=O)C1=C(C)NC(C)=C(C(=O)OCC)C1c1ccc(-c2ccccc2C(F)(F)F)o1 | 52

6 of the compounds above, with the structure last:
RMI FANCM FP,compound
62,COc1ccc(C(=O)Nc2ccc3c(c2)CCC(=O)N3CC(C)C)c(OC)c1
71,O=C(CCCSc1ccc(NC(=O)c2ccco2)nn1)Nc1cnc2ccccc2c1
62,O=C(O)C1CCCN1C(=O)c1cccs1 (stereo not given)
62,COc1ccc(-c2ccc(N3CCC(C(=O)Nc4ccncc4)CC3)nn2)cc1
72,CCOCCn1ccc2c(O)cccc2c1=O
60,COc1cc(C(=O)NC2CCCNC2)cc(OC)c1OC (stereo not given)

New compounds follow:
Molecule | RMI FANCM FP
O=C(CNC(=O)c1ccc(S(=O)(=O)N2CCOCC2)cc1)N/N=C\c1c(F)cccc1Cl | 65
COc1ccc(S(=O)(=O)NCCOc2ccc3nnc(-c4ccccc4)n3n2)cc1F | 67
O=C(CN1C(=O)/C(=C/c2ccccc2)SC1=S)NNC(=O)c1ccncc1 | 53
Cc1c(C#N)c(N)n(Cc2c(Cl)cccc2Cl)c1C | 73
Cc1ccc(OCC(O)CN2CCN(Cc3ccc4c(c3)OCO4)CC2)cc1C (stereo not given) | 67
Cc1ccc(-n2nnnc2CNC(=O)c2ccc(F)c(F)c2)cc1C | 57
O=C(Cc1cc(=O)[nH]c(SCc2ccccc2)n1)NC1CCCCC1 | 62
O=C(CCCCCn1c(=O)c2sccc2n(Cc2ccc([N+](=O)[O-])cc2)c1=O)NCc1ccccc1Cl | 54
CN(C)/C=C(\C#N)C(=O)c1cccc(C(F)(F)F)c1 | 55
N#C/C(=C\c1c(Cl)cccc1Cl)C(=O)Nc1ccc(F)c(Cl)c1 | 57
CCSc1nnc(NC(=O)c2cc(=O)c(OC)c[nH]2)s1 | 63
CCOc1ccccc1C(=O)Nc1nnc(C(C)C)s1 | 56
O=C(CCCSc1ccccc1)Nc1ccc2sccc2c1 | 93
O=C(Nc1ccccn1)NC1CC(=O)N(c2ccc(Cl)cc2)C1 (stereo not given) | 66
Cc1cn([C@@H]2C[C@@H](OS(C)(=O)=O)[C@H](COS(C)(=O)=O)O2)c(=O)[nH]c1=O | 52
CCCn1c(=O)c2oc(C)cc2n(-c2ccccc2C)c1=O | 50
Cc1nn(C)c(N/N=C\c2cc(Br)cs2)c1[N+](=O)[O-] | 56
Cc1cccc2sc(N(Cc3cccnc3)C(=O)C3CCN(S(=O)(=O)c4ccc(Cl)s4)CC3)nc12 | 72
Cc1ccccc1Cn1nnc2c(=O)n(Cc3nc(-c4ccccc4Cl)no3)cnc21 | 78
CC(=O)c1ccc(NC(=O)CSc2nccn3nc(-c4cccc5ccccc45)cc23)cc1 | 92
CCOC(=O)Cc1csc(NC(=O)c2ccc3ncsc3c2)n1 | 61
O=C(Nc1nc2c(s1)CCc1ccccc1-2)c1ccc(Br)cc1 | 63
O=c1[nH]cnc(O)c1[N+](=O)[O-] | 62
O=C(Nc1cc(=O)[nH]c2nc(C(F)(F)F)nn12)c1ccc(F)cc1 | 83
O=C(NCCn1nc(-c2ccco2)ccc1=O)c1cccc(C(F)(F)F)c1 | 56
O=C(NCc1ccco1)c1csc(Nc2ccc(OC(F)F)cc2)n1 | 63
CCOC(=O)c1sc(SCc2ccccc2)c(S(=O)(=O)C(C)C)c1N | 52
COc1ccc(C(=O)CSc2nnc(-c3ccncc3)o2)cc1 | 53
COCc1cc(=O)[nH]c(SC2CC(=O)N(c3ccc(N4CCOCC4)cc3)C2=O)n1 (stereo not given) | 57&55
O=S(=O)(c1ccccc1)N1CCn2cccc2C1c1ccc(F)c(F)c1 (stereo not given) | 57
CCC(=O)O[C@]1(C(=O)CCl)[C@@H](C)CC2C3CCC4=CC(=O)C=C[C@]4(C)[C@@]3(F)[C@@H](O)C[C@@]21C (stereo not given in full) | 55
S=C(Nc1cccnc1)N1CCCN(Cc2ccc(Cl)cc2Cl)CC1 | 57&57
CC(=O)Nc1ccc(S(=O)(=O)N2CCC(c3nnc(-c4ccco4)s3)CC2)cc1 | 63
CN1C(=O)C(C)(C)COc2ccc(NS(=O)(=O)c3ccc(C(C)(C)C)cc3)cc21 | 66
COc1cc(OC)cc(-c2noc(-c3sccc3S(=O)(=O)N(C)c3ccc(Cl)cc3)n2)c1 | 62
COc1ccc2nc(-c3ccc(OC)c(NC(=O)COc4ccccc4)c3)cn2n1 | 92
CCN(CC)CCOc1ccc(C(=C(Cl)c2ccccc2)c2ccccc2)cc1 | 62
CCCCCCCCCCCC(=O)ON1C(=O)CCC1=O | 57
Cc1nnsc1-c1nnc(SCC(=O)Nc2ccc(F)cc2)n1C1CC1 | 60
COc1ccc(-c2cc(-c3ccc(OC)cc3)c3c(N)c(C(=O)c4ccc(Cl)cc4)sc3n2)cc1 | 500
Cc1nc(SCc2ccccc2F)[nH]c(=O)c1CC(=O)N1CCc2ccccc21 | 88
O=C(NCc1cccnc1)c1ccc(-c2cccs2)s1 | 62
O=C(Nc1ccc2c(c1)N(C(=O)C1CCCC1)CC2)c1ccco1 | 66
CC(=O)c1cccc(NC(=O)CCc2csc3nc(-c4ccccc4)cn23)c1 | 63
CC(=O)Nc1ccc(NC(=O)c2cc(C)ccc2[N+](=O)[O-])c(C)c1 | 64
COc1ccccc1N1CCN(CC(O)COc2cc(C)cc(C)c2)CC1 (stereo not given) | 55
CCOC(=O)NC(NC(=O)OCC)c1ccc(OC)c(OC)c1 | 59
COc1nc2ccccc2nc1N1CCC(C(=O)Nc2ccc(C)cc2)CC1 | 61
CCOC(CN(C(=O)c1ccc(C(F)(F)F)cc1)c1ccc(F)cc1)OCC | 60
COc1ccc(C)cc1S(=O)(=O)NCCc1ccc(N2CCCC2)cc1 | 74
CCOC(=O)CSc1cc(C)c(Cl)cc1C | 61
Cc1nnc(NC(=O)c2cn(Cc3ccccc3)nc2OCc2ccccc2)s1 | 53
Nc1cccc[n+]1Cc1cn2ccccc2n1 | 65
CCCc1cc(=O)n(CC(=O)NCc2ccc3c(c2)OCO3)c(-n2nc(C)cc2C)n1 | 56
COC(=O)c1ccc2c(=O)[nH]c3c(C(=O)OC(C)C)c4nc5ccccc5nc4n3c2c1 | 66
CCCSc1ncccc1C(=O)NCc1ccc2c(c1)OCO2 | 63
Cc1cccc2sc(N(Cc3ccncc3)C(=O)COc3ccccc3)nc12 | 66
CCN(CCS(=O)(=O)c1ccc(Cl)cc1)C(=O)Nc1ccc(Cl)cc1 | 56
C=CCNC(=O)C(=O)NCC1OCCCN1S(=O)(=O)c1ccc(OC)cc1 (stereo not given) | 61
Cc1ccc(-n2ncc3c(C)nnc(SCc4ccccn4)c32)cc1C | 63

Further results follow.
Molecule | RMI FANCM FP
O=C(Cn1cccc(-c2nc(-c3ccc(Cl)cc3)no2)c1=O)Nc1ccccc1C(F)(F)F | 141
CC(=O)c1cccc(NC(=O)Cn2c(=O)nc(-c3ccccc3)c3ccccc32)c1 | 63
CCc1nc2ccccc2nc1N1CCN(S(=O)(=O)c2ccc(Cl)cc2)CC1 | 58
CCS(=O)(=O)Nc1cc(N2CCCS2(=O)=O)ccc1C | 50
Cc1nnc(NC(=O)CSc2nnc(NC(=O)c3ccccc3C(F)(F)F)s2)s1 | 84
CN(C)c1ccc(C2SCCN2C(=O)c2cc3ccccc3oc2=O)cc1 (stereo not given) | 59
CCCS(=O)(=O)c1cscc1NC(=O)Nc1c(-c2c(Cl)cccc2Cl)noc1C | 52
CCOc1ccc(N2CC(NC(=O)CCc3ccc(OC)cc3)CC2=O)cc1 (stereo not given) | 64
CCOc1ccc2nc(N(CCN(CC)CC)C(=O)CCCSc3ccccc3)sc2c1 | 81
Cc1nc2cc(NC(=O)CCCS(=O)(=O)c3ccc(F)cc3)ccc2s1 | 54
Cc1onc(-c2ccccc2Cl)c1C(=O)OCn1nnc2ccccc2c1=O | 61
O=C(CSc1nc(-c2ccccc2)cc(=O)[nH]1)c1ccc(Cl)s1 | 56
CSc1nc2ccc(NC(=O)C3=COCCO3)cc2s1 | 61
S=c1[nH]cc(-c2ccc(Cl)c(Cl)c2)n1Cc1ccccc1 | 110
CC(=O)c1sc(C(C)(C)C)cc1NC(=O)CCC(=O)O | 63
CCOC(=O)CNC(=O)Cn1c(-c2cccnc2)nc2ccccc21 | 62
CCOc1ccc(OCCNC(=O)c2ccc(Cl)c(Cl)c2)cc1 | 65
O=C(O)c1cc(=O)c2c(Cl)cc(Cl)cc2[nH]1 | 56&53
Cc1cc2cc(CNC(=O)Nc3ccc(Cl)c(Cl)c3)ccc2[nH]1 | 74
Cc1ccc(F)cc1NC(=O)CSc1nc2c(-c3ccccc3)csc2c(=O)n1C | 125
CC(C)CNS(=O)(=O)c1cccc2cnccc12 | 71
Fc1cccc(Cl)c1-n1cccc1 | 63
COc1ccc(-n2ccnc(SCc3cccc([N+](=O)[O-])c3)c2=O)cc1 | 61
O=S(=O)(O)CCS | 61
CC1(C)C2(Cl)C(Cl)C(Cl)C(Cl)(C(Cl)Cl)C1(Cl)C2Cl (stereo not given) | 54
CCOc1ccccc1C(=O)NCCCn1nc(-c2ccc(Cl)cc2)ccc1=O | 65
Cc1onc(-c2ccccc2Cl)c1C(=O)NCCN1CCN(c2ccc(F)cc2)CC1 | 65
CCOc1ccc(-c2noc(Cn3nc(-c4ccccc4F)ccc3=O)n2)cc1 | 82
OCc1nc2ccccc2n1Cc1ccc(Cl)c(Cl)c1 | 55
O=C(NC(=O)N1CCc2ccccc21)c1c(Cl)cccc1Cl | 54
CC1CCC2C(=O)N(c3ccc(-c4csnn4)cc3)C(=O)C2C1 (stereo not given) | 55
Cc1cc(NC(=O)/C=C\C(=O)O)c([N+](=O)[O-])cc1C | 54
O=C(c1nc(SCc2ccc(Cl)cc2)n2ccccc12)C(F)(F)F | 62
CN(C)Nc1ccc([N+](=O)[O-])c(NN(C)C)c1C#N | 64
NC(=O)C1CCN(C(=O)c2ccc(Oc3cc(Cl)cc(Cl)c3)o2)CC1 | 54
CC(=O)Nc1ccccc1OC1OC(COC(C)=O)C(OC(C)=O)C(OC(C)=O)C1NC(C)=O (stereo not given) | 59
Cc1ccc(S(=O)(=O)NC(C)Cc2ccc(C=O)s2)cc1 (stereo not given) | 71
CC(=O)c1sc(NC(=O)CCCSc2ccc(F)cc2)nc1C | 51
CCC(=O)Nc1ccc(S(=O)(=O)Nc2ccc3c(c2)C(=O)Nc2cc(C)ccc2O3)c(C)c1 | 61
COC(=O)C(C)Sc1nc(C(F)(F)F)cc(=O)[nH]1 (stereo not given) | 64
O=C(CCSc1ccccc1)N1CCN(c2ccc3nnc(-c4ccco4)n3n2)CC1 | 62
Cc1ccc(S(=O)(=O)N2CCCCC2)cc1C(=O)O | 61
CCOc1cccc2c1Oc1nc(-c3ccccc3)nc(SCc3ccccc3)c1C2 | 60
Cc1cc(C)c(C(N)=O)c(CC(C)(C)C(=O)O)c1 | 59
Cc1ccc(S(=O)(=O)/C(C#N)=C/N2CCN(Cc3ccccc3)CC2)cc1C | 64
O=C(COc1ccccc1F)NCCn1ncc2c(NCCc3ccccc3)ncnc21 | 62
N=C1SCC(=O)N1c1ncc(Cc2ccccc2F)s1 | 64
Cc1ccc(NC(=O)Nc2c(C)nc3sccn3c2=O)cc1 | 61
CCOC(=O)c1csc(NC(=O)CCOc2ccccc2)n1 | 58

Part of the list above in order of formula weight, high to low.
Molecule | RMI FANCM FP
O=C(CCSc1ccccc1)N1CCN(c2ccc3nnc(-c4ccco4)n3n2)CC1 | 62
O=C(COc1ccccc1F)NCCn1ncc2c(NCCc3ccccc3)ncnc21 | 62
CCOc1cccc2c1Oc1nc(-c3ccccc3)nc(SCc3ccccc3)c1C2 | 60
Cc1cc(C)c(C(N)=O)c(CC(C)(C)C(=O)O)c1 | 59
